TDP1 inh – TDP1 (human) enzyme inhibition | recombinant TDP1, AlphaScreen DNA substrate cleavage | Q9NUW8 | Potency, µM (series often up to 130 µM), for inactives: at the top dose activity change, negative = inhibition, hits mostly inhibitors | AID 485290 | actives 0.28% (n = 350,000); also: nearly all actives have a fitted effect of over 40% in size
Target sequence (Q9NUW8 whole entry, looked up): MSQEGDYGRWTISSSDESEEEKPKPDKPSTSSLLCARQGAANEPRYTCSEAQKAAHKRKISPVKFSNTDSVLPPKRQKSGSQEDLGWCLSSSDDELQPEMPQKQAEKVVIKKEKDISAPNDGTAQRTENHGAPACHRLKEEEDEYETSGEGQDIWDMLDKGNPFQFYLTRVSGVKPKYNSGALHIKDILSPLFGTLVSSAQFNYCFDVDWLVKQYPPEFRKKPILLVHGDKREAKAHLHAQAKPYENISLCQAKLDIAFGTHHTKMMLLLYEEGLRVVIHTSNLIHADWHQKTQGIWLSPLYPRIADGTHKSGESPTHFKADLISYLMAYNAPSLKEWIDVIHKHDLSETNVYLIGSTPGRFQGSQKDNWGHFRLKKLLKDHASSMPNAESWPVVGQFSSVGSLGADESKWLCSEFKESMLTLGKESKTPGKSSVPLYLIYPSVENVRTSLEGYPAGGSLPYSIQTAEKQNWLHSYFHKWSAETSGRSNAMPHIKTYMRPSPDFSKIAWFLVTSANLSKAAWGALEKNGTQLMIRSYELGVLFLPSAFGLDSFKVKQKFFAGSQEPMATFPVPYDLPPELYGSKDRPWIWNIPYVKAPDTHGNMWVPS
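Recombinant human Tdp1 (E. coli-expressed, 1 nM final) preincubated with compounds 15 min at room temperature, then 5'-biotin/3'-phosphotyrosine-FITC DNA substrate (15 nM final) added for 5 min. AlphaScreen beads (10 ug/ml final) added 10 min; cleavage lowers signal.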
DT40 TDP1 no CPT – qHTS for Inhibitors of human tyrosyl-DNA phosphodiesterase 1 (TDP1): qHTS in cells in absence of CPT. actives 15% (n = 420,000). Potency, µM (titrated, usually from 46.2 µM), inactives show top-dose activity change, negative = growth inhibition, most hits filed as inhibitors. AID 686978, 2013. DT40 Tdp1-/- hTDP1 cells, no CPT, ATP luminescence, 48 h; also: nearly all actives have a fitted effect of over 55% in size
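Growth of hTDP1-complemented DT40 Tdp1-knockout cells is measured by ATP luminescence after at least 48 hr compound exposure at 37 °C, with DMSO substituting for the 20 nM CPT used in the parallel screen.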
TDP1 cell CPT – growth inhibition of DT40 Tdp1-/-;hTDP1 cells with camptothecin (screen for TDP1 inhibitors); chicken DT40 Tdp1-/-;hTDP1 cells + 20 nM CPT, ATP luminescence, 48 h; Potency, µM (titrated, usually from 46.2 µM), for inactives: top-dose activity change, negative = growth inhibition, usual class: inhibitors; actives 12% (n = 420,000); AID 686979; also: nearly all actives have a fitted effect of over 55% in size
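Cell growth measured by CellTiter-Glo luminescence after a minimum 48 h, 37 C compound exposure with 20 nM CPT in Tdp1-knockout DT40 cells stably expressing hTDP1, seeded 400/well; qHTS titration format.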
The depositor's hits bear a star; ? = inconclusive; . = not tested or not shown; & = joins results of further samples; [ ] = dose if it differs, or a comment. Calls follow the shape of the dose curve; as a rule, active = well fitted curve in the direction sought with a large enough effect; inconclusive = small, poorly fitted or top-dose-only effect, or another doubt; inactive = no such curve, though single readings can be large; an effect the other way counts as inactive or inconclusive. % is scaled to controls: 0 for no effect and ±100 for the full control effect; potency is read from the fitted curve at half-maximal effect.

SMILES	TDP1 inh	DT40 TDP1 no CPT	TDP1 cell CPT
CSc1nc(O)c(Nc2cccc(Cl)c2)c(=O)[nH]1	.	-8%	-1%
Cc1ccc(S(=O)(=O)CCC(=O)OCC(=O)NC(C)c2ccc(F)cc2)cc1 (stereo not given)	1%	-8%	-13%
COC(=O)C=CC(=NNc1ccccc1)c1ccccc1	.	?	-27%
CC(C)c1cccc(-c2ccc3c(c2)S(=O)(=O)c2cccc(C(=O)NCc4ccccc4)c2C3=O)c1	1%	23µM*	?
NC(=O)C1CCN(C2=C(Cl)C(=O)c3ccccc3C2=O)CC1	-5%	2.9µM*	2.3µM*
O=C(Nc1ccc(S(=O)(=O)NC2=NCCCCC2)cc1)C1COc2ccccc2O1 (stereo not given)	1%	-16%	-9%
Cc1ccc(-c2nnc(N3CCOCC3)c3ccccc23)cc1S(=O)(=O)N(C)C	.	-13%	-24%
O=C(Nc1ccc2c(c1)OCO2)C(=O)c1c[nH]c2ccccc12	0%	-8%	-9%
O=C(CSc1nnc2c(Cl)cc(Cl)cn12)NC1CCS(=O)(=O)C1 (stereo not given)	-9%	-1%	0%
CCCC(=O)Nc1ccc2c(c1)nc(CN1CCN(C(=O)OCC)CC1)n2CC	.	2.3µM*	3.7µM*
O=C(Nc1ccc(Cc2ccncc2)cc1)C1CCC(N2C(=O)C3CCCCC3C2=O)CC1 (stereo not given)	5%	?	?
CC(OC(=O)CNC(=O)c1ccccc1)C(=O)Nc1ccc(S(=O)(=O)N2CCOCC2)cc1 (stereo not given)	-9%	9%	1%
O=c1c(-c2ccccc2Cl)c[nH]n1-c1ccccc1	.	-25%	-13%
CNC(=S)Nc1cccc2[nH]ncc12	2%	-6%	-9%
COc1ccc(-n2nc(C(=O)NCCc3cccc(C)c3)c3c4ccccc4n(C)c3c2=O)cc1Cl	2%	-7%	-8%
CCn1c(=O)c(=O)n(CC)c2cc(S(=O)(=O)N3CCc4ccccc43)ccc21	6%	?	?
Cc1cc(N2C(=O)CC(N3CCN(c4ccc(C(=O)c5cccs5)cc4)CC3)C2=O)no1 (stereo not given)	3%	-5%	-13%
COC(=O)c1sc(=S)n(-c2ccccc2)c1N	0%	?	?
COc1ccc(S(=O)(=O)N(n2c(C)nnc2-n2nc(C)cc2C)S(=O)(=O)c2ccc(OC)cc2)cc1	-7%	-3%	-12%
O=C(c1ccc(S(=O)(=O)N2CCOCC2)cc1)N(Cc1ccco1)Cc1cccs1	10%	?	?
Cc1ccc(NC(=O)c2c(C(F)(F)F)nn(C)c2SCc2ccc(Cl)cc2)cc1C	5%	23µM*	26µM*
O=c1[nH]c2ccccc2n1Cc1ccc(Cl)cc1	7%	?	-20%
O=C1C[C@H]2C=CCc3cccc(c32)CN1Cc1ccc(Br)cc1	.	11µM*	?
COc1ccc(Cl)cc1N(CC(=O)Nc1ccc2c(c1)OCCO2)S(C)(=O)=O	6%	-26%	?
c1ccc(CCC2CCCCN2Cc2cn[nH]c2-c2cc3ccccc3o2)nc1 (stereo not given)	-3%	?	?
Next part.
SMILES	TDP1 inh	DT40 TDP1 no CPT	TDP1 cell CPT
CCOc1ccc(-c2cc(C(=O)N3CCC(C)CC3)c3ccccc3n2)cc1	.	?	?
CC(=O)Nc1ccc(S(=O)(=O)N2CCN(C(=O)CCC3CCCC3)CC2)cc1	2%	?	?
Cc1ccc(-c2csc(C3=C(O)CN(NC(=O)c4ccc([N+](=O)[O-])cc4)C3=N)n2)cc1	1%	-7%	-11%
CN1C(=O)/C(=N/OC(=O)c2ccccc2Br)c2ccccc21	2%	-29%	?
O=c1[nH]c(C2CCN(S(=O)(=O)c3ccccc3F)CC2)nc2c1nnn2Cc1ccc(OC(F)(F)F)cc1	1%	?	?
CCOC(=O)[C@]12CCC=C1N(Cc1ccco1)C(=O)[C@H](CC(=O)NCCCOC)C2	.	-24%	1%
COC1CCCN(C(=O)c2cccc(OC3CCN(S(=O)(=O)N(C)C)CC3)c2)C1 (stereo not given)	0%	5%	-8%
COc1ccc2c(c1)CCc1c(C(=O)NCc3ccc(F)cc3)noc1-2	9%	-36%	6%
Cc1cccc(Cn2c(CNS(=O)(=O)c3ccc(Cl)s3)nc3cccnc32)c1	10%	?	?
CC(Sc1cn(CCNC(=O)c2ccccc2F)c2ccccc12)c1ccccc1 (stereo not given)	5%	21µM*	?
COc1ccc(Cc2noc(-c3ccccc3)n2)cc1OC	1%	?	-10%
O=C(CCSc1nnnn1-c1ccccc1)N1CCOCC1	-2%	-28%	0%
O=C(c1ccccc1)N1CC(COc2ccccc2)OC(c2ccco2)O1 (stereo not given)	2%	?	?
Cc1nn(Cc2ccccc2)c(=O)c2nn(-c3ccc(Cl)cc3)c(C)c12	0%	21µM*	?
CC(C)C[C@@H]1COc2cc(N3CCC[C@@H]3CO)ccc2S(=O)(=O)N1	.	5%	-17%
Cc1ccc2c(c1)N(C(C)C(=O)NCc1ccccn1)C(=O)CO2 (stereo not given)	.	20%	-3%
CSCC[C@H](NS(=O)(=O)c1ccc(C)cc1)C(=O)N1CCC(C(=O)N[C@@H](C)C(=O)O)CC1	.	-2%	-16%
COc1cc2c(=O)n(Cc3ccccc3)c(=O)n(CC(=O)NCc3ccco3)c2cc1OC	5%	?	?
CCOc1ccc(C2CC(c3ccc(OC)cc3)n3ncnc3N2)cc1 (stereo not given)	4%	-20%	?
COC(=O)N/N=C/c1cccc(OC(=O)c2ccc3c(c2)OCO3)c1	-2%	-29%	-13%
O[C@@H]1CN(C2CCCCC2)CC[C@H]1N1CCN(CCc2ccccc2)CC1	.	?	1%
CC1(C)Cc2c(sc(NC(=O)C(=O)N3CCCC3)c2C#N)CO1	5%	?	?
CCN(CC)c1nc(Oc2ccc(C(=O)OC)cc2)nc(N2CCOCC2)n1	-11%	?	?
Cc1cc(C)cc(C(=O)n2cnnc2N)c1	0%	7%	-3%
Cc1cc(C)n2nnnc2n1	.	8%	2%
Following part
SMILES	TDP1 inh	DT40 TDP1 no CPT	TDP1 cell CPT
NS(=O)(=O)c1ccc(CCNC(=O)c2ccc(S(=O)(=O)N3CCCCC3)cc2)cc1	2%	-22%	?
COc1cc(CNCCSc2nnnn2C)ccc1OCc1ccc(Cl)cc1Cl	2%	23µM*	16µM*
COc1cc(OC)c(OC)cc1CNC(=O)c1cc(=O)[nH]c2ccccc12	2%	-8%	16%
CC(=O)c1c(COC(=O)c2ccccc2Cl)nc2ccccc2[n+]1[O-]	4%	-19%	-2%
Cc1cc(-c2ccccc2)nc(N/N=C/c2ccco2)n1	5%	?	29µM*
CCOC(=O)/C(C#N)=C/C1=C(N2CCCC2)CC(C)(CC)OC1 (stereo not given)	2%	-24%	3%
Cc1ccc(SCc2cc(=O)[nH]c(/N=C(\N)Nc3ccccc3Sc3ccccc3)n2)cc1	3%	29µM*	?
CCc1ccc(C(=O)c2cn(CC(=O)Nc3ccc(OC)cc3OC)c3ccc(CC)cc3c2=O)cc1	-4%	-15%	8%
N[C@@H](Cc1cnc[nH]1)C(=O)Nc1ccc2ccccc2c1	.	-8%	18%
CC(=O)Nc1ccc(Nc2nc3c(S(=O)(=O)c4ccc(C)c(C)c4)nnn3c3ccccc23)cc1	0%	-7%	2%
COc1ccc(-c2cc(C(F)F)n3ncc(C(=O)N4CCCCC4)c3n2)cc1	2%	?	?
COc1ccc(NC(=O)COC(=O)Cn2c(C)nc3ccccc32)cc1OC	6%	-19%	-1%
CC(C)(C)P(=O)(CO)c1ccccc1 (stereo not given)	3%	-5%	-5%
CCCc1nnc(SCC(=O)N2CCCCC2)n1CC1CCCO1 (stereo not given)	0%	-17%	-16%
CCOc1ccc(-c2noc(-c3cccnc3)n2)cc1OC	1%	?	?
NNc1cccc(C=Cc2ccccc2)cc1=O	.	1.6µM*	2.1µM*
O=C(NC1CCN(C(=O)NC2CCCCC2)CC1)c1ccco1	0%	-16%	2%
O=C(CCN1C(=O)C2C3CCC(C3)C2C1=O)OCC(=O)c1cccc([N+](=O)[O-])c1 (stereo not given)	2%	-13%	-18%
Cc1cccc(NC(=O)c2sc3nc4c(c(-c5cccs5)c3c2N)CN(C)CC4)c1	7%	?	?
Cc1ccc(C)c(S(=O)(=O)NCC(=O)OCC(=O)Nc2sccc2C(N)=O)c1	-1%	-9%	5%
CC(C)(C)NC(=O)C[C@H]1C[C@H](C(=O)N2CCOCC2)[C@@]2(CCC3CCCC3)c3[nH]c4ccc(Cl)cc4c3CCN2C1=O	1%[56.1 µM]	16µM*	?
COc1ccc(OC)c(CN2CCN(C(=O)c3cc(S(=O)(=O)Nc4ccccc4OC)ccc3C)CC2)c1	7%	?	?
Cc1c(OC(C)C(=O)NCc2cccnc2)ccc2c3c(c(=O)oc12)CCCC3 (stereo not given)	5%	?	?
COc1ccc2c(CNCC(C)c3ccccc3)c(C(=O)O)n(Cc3ccc(F)cc3Cl)c2c1 (stereo not given)	3%	-12%	-17%
C/C(=N\NC(=O)CCC(=O)Nc1ccc(C)c(C)c1)c1cccs1	5%	-7%	10%
(cont.)
SMILES	TDP1 inh	DT40 TDP1 no CPT	TDP1 cell CPT
COC(=O)c1ccc2c(=O)n(CCN3CCOCC3)c(SCC(=O)Nc3cccc(OC)c3)nc2c1	3%	1%	?
CCc1nc2ccc(C(=O)N(CC)CC(=O)Nc3c(F)cccc3F)cc2nc1CC	.	1%	-17%
Cc1cc2c(cc1C)CSC(c1ccc(O)cc1)SC2	0%	-9%	-26%
Cc1ccc2nc(C3CCCCC3)c(Cc3cccc(Cl)c3)n2c1	.	?	?
O=C(CSc1nnc(C2COc3ccccc3O2)o1)N1CCN(c2ccccc2)CC1 (stereo not given)	5%	-19%	-3%
C[N+]1(C)CCc2cc3c(cc2[C@@H]1[C@@H]1C(=O)Oc2c1ccc1c2OCO1)OCO3	1%[56.1 µM]	-13%&5%	2%&2%
CCCN1CNc2c(c(=O)[nH]c(=S)n2CCc2ccccc2OC)C1	1%	?	?
O=C(NCc1ccccc1)c1ccc(OC2CSC2)cc1	-3%	-10%	-5%
Cc1ccc(S(=O)(=O)CCC(=O)OCc2ccccc2F)cc1	-8%	10%	1%
O=C(Nc1ccccc1Cl)c1cc(C2CCCN(C(=O)CCc3ccccc3)C2)on1 (stereo not given)	.	?	-30%
CS(=O)(=O)N1CCC(Oc2ccccc2C(=O)N2CCC[C@H]2CO)CC1	1%	28%	-1%
CCN1CCN(c2ccc(S(=O)(=O)N3CCOCC3)cc2NC(=O)CCSC)CC1	0%	2%	-11%
COc1cccc(CC(=O)Nc2ccc(F)c(S(=O)(=O)N3CCOCC3)c2)c1	.	-4%	-16%
O=C(O)c1ccc(O)c(N2C(=O)Nc3ccccc3N2O)c1	.	-17%	8%
O=C(O)c1ccccc1N(Cc1ccccc1)C(=O)CO/N=C/c1ccccc1	1%	-28%	-13%
Cc1cc(C)c(C(=O)NC2CC(C)(C)Cc3c2cnn3-c2cccc(F)c2)[nH]1 (stereo not given)	7%	?	?
Cc1ccc(S(=O)(=O)N(CC(=O)N2CCC(C)CC2)c2cccc(C)c2)cc1	6%	?	?
COc1cccc(-c2cc3c(c(OC)c2)OCCN(Cc2cccn2-c2ccccn2)C3)c1	.	-7%	18%[9.04 µM]
C=Cc1ccc(CSc2nc(-c3ccccc3Cl)nc3c2Cc2c(CO)cnc(C)c2O3)cc1	8%	?	?
CCOc1ccc(C(=O)N/N=C/c2cc(Cl)ccc2[N+](=O)[O-])cc1	3%	-25%	5%

Assay outcomes deposited in PubChem by National Center for Advancing Translational Sciences (NCATS).
